APE1 inh = inhibitors of human APE1 endonuclease. recombinant APE1, TAMRA/BHQ-2 abasic DNA cleavage fluorescence. Potency, µM (titrated, usually from 65.8 µM), for inactives: at the top dose activity change, negative = inhibition, actives largely listed as inhibitors. 0.35% of 350,000 active. P27695;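 note: potency is the fitted concentration of half-maximal effect; plate controls were vehicle for no effect and reference inhibitor for full effect; nearly all actives have a fitted effect of over 55% in size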
Target sequence (P27695 whole entry, looked up): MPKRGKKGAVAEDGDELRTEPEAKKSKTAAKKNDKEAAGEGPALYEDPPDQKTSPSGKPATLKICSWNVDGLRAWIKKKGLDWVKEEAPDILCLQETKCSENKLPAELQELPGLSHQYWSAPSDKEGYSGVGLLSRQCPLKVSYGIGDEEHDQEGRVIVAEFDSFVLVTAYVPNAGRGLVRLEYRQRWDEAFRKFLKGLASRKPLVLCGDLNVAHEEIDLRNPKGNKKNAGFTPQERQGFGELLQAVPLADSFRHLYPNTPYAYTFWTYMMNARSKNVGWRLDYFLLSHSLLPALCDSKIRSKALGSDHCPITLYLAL
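Step 1: APE1 (0.75 nM) with compound, 15 min RT. Step 2: add 50 nM fluorophore/quencher THF duplex. Step 3: three fluorescence reads 60 s apart (525/598 nm); read 3 minus read 1 = reaction progress.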
Apoferritin bind = candidate novel general anesthetic via apoferritin binding. P02791. apoferritin/1-aminoanthracene competitive binding, fluorescence. Potency, µM (highest dose often 77.5 µM), without a hit: top-dose activity change, negative = displacement, most hits filed as inhibitors. 0.074% of 350,000 active; note: potency is the fitted concentration of half-maximal effect; % is set by controls: 0 for no effect and ±100 for the full control effect; nearly all actives have a fitted effect of over 20% in size
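Steps: apoferritin (10 uM) was premixed with half-saturated 1-AMA in PBS, compounds were pin-transferred, plates stood 10 min at room temperature, fluorescence was read at 380/535 nm, and curves were fitted with a Hill equation.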
PGK inhibitor = inhibitors of T. brucei phosphoglycerate kinase | Potency, µM (series often up to 57.5 µM), for inactives: at the top dose activity change, negative = inhibition, usual class: inhibitors | P07378 | PGK/GAPDH coupled, Kinase-Glo luminescence, 60 min | 0.043% of 380,000 active; note: potency is the fitted concentration of half-maximal effect; % is set by controls: 0 for no effect and ±100 for the full control effect; nearly all actives have a fitted effect of over 60% in size
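Recombinant glycosomal PGK reaction used 1,3-bisphosphoglycerate generated in-well by GAPDH (100nM final) in 100mM TEA pH 7.6, 5mM MgCl2, 0.01% Tween-20. After 60 minutes at room temperature, ATP was read by Kinase-Glo Plus luminescence end-point.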
BLM inh = inhibitors of human Bloom syndrome helicase BLM | P54132 | recombinant BLM DNA unwinding, fluorescence dequenching | Potency, µM (doses to about 56.1 µM), without a hit: top-dose activity change, negative = inhibition, hits mostly inhibitors | 0.2% of 350,000 active | AID 2528;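 note: potency is the fitted concentration of half-maximal effect; plate controls were vehicle for no effect and no enzyme for full effect; nearly all actives have a fitted effect of over 35% in size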
POLB inh = DNA polymerase beta (human) inhibition; 1.3% of 340,000 active; P06746; Pol beta primer extension/strand displacement, fluorescence kinetic; Potency, µM (titrated, usually from 114 µM), without a hit: at the highest dose activity change, negative = inhibition, most hits filed as inhibitors; note: potency is the fitted concentration of half-maximal effect; % is set by controls: 0 for no effect and ±100 for the full control effect
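Reaction started by 50 nM substrate onto compound-treated Pol beta (10 nM, 15 min preincubation, room temperature); plates read at 0 min and 10 min. Normalized concentration-effect data fitted by four-parameter Hill equation.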
Pol kappa inh = DNA polymerase kappa (human) inhibition. Q9UBT6. purified Pol kappa, fluorescent DNA synthesis assay, 10 min. Potency, µM (top dose mostly 107 µM), without a hit: at the highest dose activity, negative = inhibition, hits mostly inhibitors. 0.53% of 400,000 active. AID 588579; note: potency is the fitted concentration of half-maximal effect; % is set by controls: 0 for no effect and ±100 for the full control effect
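10 nM Pol kappa was preincubated with compounds for 15 min at room temperature. Reaction started with 50 nM (final) substrate. Fluorescence read kinetically at 0 and 10 min.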
RXFP1 antagonist = blocks the human relaxin receptor RXFP1; 0.59% of 350,000 active; activity change, negative = inhibition, % at 57.5 µM; Q9HBX9; HEK293-RXFP1, relaxin-stimulated cAMP HTRF, 30 min; active compounds read low;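 active = activity change of -60% or lower, but not beyond a set lower limit; inconclusive = change between -60% and -40%, or beyond the set limit; inactive = change above -40%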; note: % is set by controls: 0 for no effect and ±100 for the full control effect
Pol iota inh = blocks human DNA polymerase iota activity; Q9UNA4; Pol iota fluorescent replication assay, 10 min; Potency, µM (series often up to 115 µM), for the others: top-dose activity, negative = inhibition, usual class: inhibitors; 1% of 390,000 active; AID 588590; note: potency is the fitted concentration of half-maximal effect
Target sequence (Q9UNA4 whole entry, looked up): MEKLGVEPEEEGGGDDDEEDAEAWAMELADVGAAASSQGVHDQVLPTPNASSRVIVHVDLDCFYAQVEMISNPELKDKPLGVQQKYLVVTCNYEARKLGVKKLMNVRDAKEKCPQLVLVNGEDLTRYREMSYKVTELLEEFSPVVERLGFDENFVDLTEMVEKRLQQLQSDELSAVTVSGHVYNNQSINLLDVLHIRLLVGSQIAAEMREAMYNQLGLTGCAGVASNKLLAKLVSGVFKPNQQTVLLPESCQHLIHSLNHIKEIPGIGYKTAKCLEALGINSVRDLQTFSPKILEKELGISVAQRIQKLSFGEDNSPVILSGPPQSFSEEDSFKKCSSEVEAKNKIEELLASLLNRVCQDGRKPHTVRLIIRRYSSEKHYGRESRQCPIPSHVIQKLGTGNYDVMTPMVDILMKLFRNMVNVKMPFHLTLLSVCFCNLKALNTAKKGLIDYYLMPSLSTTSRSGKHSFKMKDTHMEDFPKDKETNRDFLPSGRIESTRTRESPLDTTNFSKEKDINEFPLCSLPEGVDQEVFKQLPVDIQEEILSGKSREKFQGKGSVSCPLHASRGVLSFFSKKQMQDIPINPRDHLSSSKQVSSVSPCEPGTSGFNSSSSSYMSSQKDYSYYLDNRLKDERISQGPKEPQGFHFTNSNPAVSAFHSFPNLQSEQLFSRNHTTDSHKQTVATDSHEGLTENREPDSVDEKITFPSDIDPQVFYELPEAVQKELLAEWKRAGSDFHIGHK
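Fluorescent replication assay read twice, at 0 min and 10 min after adding 50 nM (final) substrate. Enzyme (10 nM) and compounds were first incubated 15 min at room temperature; enzyme-free buffer wells were negative controls.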
Pol eta inh = inhibitors of human DNA polymerase eta. Q9Y253. recombinant Pol eta, fluorescent DNA replication assay. Potency, µM (titrated, usually from 114 µM), for inactives: at the top dose activity change, negative = inhibition, most hits filed as inhibitors. 1.2% of 390,000 active; note: potency is the fitted concentration of half-maximal effect; % is set by controls: 0 for no effect and ±100 for the full control effect
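Pol eta (10 nM) was preincubated with compounds for 15 min at room temperature, after which fluorescent replication substrate (50 nM final) was added to start the reaction. Fluorescence was read kinetically at 0 and 10 min.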
Numbers without * were called inactive; i = inactive; ? = inconclusive; · = not tested or not shown; & = joins results of further samples; [ ] = remark or other dose. Unless noted, calls come from the whole dose curve; as a rule, active = well fitted curve in the direction sought with a large enough effect; inconclusive = small, poorly fitted or top-dose-only effect, or another doubt; inactive = no such curve, though single readings can be large; an effect the other way counts as inactive or inconclusive. Only part of the results is shown; count on the stated rates, not on these rows.

SMILES	APE1 inh	Apoferritin bind	PGK inhibitor	BLM inh	POLB inh	Pol kappa inh	RXFP1 antagonist	Pol iota inh	Pol eta inh
Cn1c(=O)n(-c2ccc(Br)cc2F)c(=O)c2sc3ccccc3c21	·	-2%	-6%	-4%	1%	-10%	·	37%[activator]	-17%
CCN(C(=O)c1ccco1)c1nc(-c2ccc(OC)cc2)cs1	22%	-2%	-4%	-9%	21%	-10%	12	5%	-14%
COc1ccc(Cl)cc1NC(=O)C(C)Sc1nc2c(c(=O)[nH]1)CCCC2 (stereo not given)	·	8%	·	2%	18%	-12%	-12	9%	·
c1ccc2sc(N3CCN(Cc4nnnn4CC4CCCO4)CC3)nc2c1 (stereo not given)	0%	-10%	-1%	-13%	-1%	-6%	-3	-5%	-1%
CCCCn1c(N)c(N(CC(C)C)C(=O)CSc2nnc(C)n2-c2ccccc2)c(=O)[nH]c1=O	·	·	-1%	·	·	5%	6	5%	-11%
N#Cc1cccc(-c2cc(NCc3cccs3)ncn2)c1	1%	-12%	·	2%	·	-9%[60.1 µM]	·	·	·
CCC[C@@H](CN1CCC[C@H]1CN1C(N)=NC[C@@H]1Cc1ccccc1)N1C[C@@H]([C@H](C)CC)N(CCCC2CCCC2)C1=N	1%	·	6%	·	·	-18%	·	13%	-10%
O=C(NCCCn1ccnc1)/C(=C/c1ccco1)NC(=O)c1cccs1	9%	-6%	5%	-7%	1%	-8%	-14	63%[activator]	-5%
Cc1cc(=O)oc2cc(NC(=O)c3ccc(OC(F)F)cc3)ccc12	-74%	6%	-1%	-25%	?	8%	-6	16%	-8%
CC(=O)c1cc2c(cc1NC(=O)Nc1cccc(Cl)c1)OCCO2	-2%	-11%	-7%	0%	-5%	-13%	-3	44%[activator]	-7%
NS(=O)(=O)c1ccc(N=Nc2ccc(O)c3ncccc23)cc1	37%	-3%	-21%	-17%	-25%	4%	4	-12%	?
CC1CCN(CC(=O)Nc2ccc(C(=O)N3CCCCC3)cc2)CC1	36%	14%	-11%	0%	10%	9%	-32	50%[activator]	-10%
CCc1ccc(NC(=O)C2CCN(c3nn4c(=O)cc(C)nc4s3)CC2)cc1	·	3%	1%	0%	28%	-3%	·	24%	-10%
CC(=O)Nc1ccc2c(COC(=O)CC3Sc4ccccc4NC3=O)cc(=O)oc2c1 (stereo not given)	?	-7%	i	-9%	7.9µM*	35µM*	7	?	20µM*
CCNC(=O)C(=O)NCC1CCCN1S(=O)(=O)c1cccs1 (stereo not given)	-3%	·	4%	·	·	-3%	-1	2%	-6%
CCOC(=O)c1sc(-c2ccc(OC)cc2)cc1NC(C)=O	11%	2%	-1%	0%	7%	-4%	-8	-20%	-16%
Cc1ccc(/C=N/NC(=O)c2ccc(-n3cnnn3)cc2)cc1	27%	·	13%	·	·	-14%	1	-18%	-5%
O=S(=O)(Nc1ccc(Nc2ccccc2)cc1)c1ccc(F)cc1	·	·	4%	·	·	-8%	-6	14%	-7%
COc1ccc(OC)c(NC(=O)CSc2ncccc2C(=O)O)c1	0%	6%	-13%	2%	-3%	-2%	0	5%	-9%
COc1ccc(C)cc1NC(=O)c1ccccc1NS(=O)(=O)c1cccc2cccnc12	13%	-9%	5%	-3%	10%	2%	6	44%[activator]	-6%
Cc1ccc2nc(-c3ccncc3)c(Nc3ccc(C(C)C)cc3)n2c1	·	-11%	-5%	-4%	-3%	14%	-6	25%	-21%
COc1ccc(-c2noc(CSc3nnc(C)n3-c3cccc(C)c3)n2)cc1	·	-17%	i	1%	8%	7%	·	24%	-17%
CCOC(=O)c1c(C)c(C(=O)NCCc2ccc(OC)cc2)c(C)n1C	·	-10%	1%	-6%	29%	9%	·	21%	-15%
Cc1ccccc1OCC(=O)Nc1ccc(S(=O)(=O)Nc2ncccn2)cc1	·	-2%	-3%	-4%	6%	-27%	·	14%	-19%
Cc1ccc(N(CC(=O)NCC2CCCO2)C(=O)CCC(=O)Nc2cc(C)on2)cc1 (stereo not given)	-2%	7%	6%	-1%	29%	4%	3	109%[activator]	-3%

Entries of single compounds as entered above. Order of values: APE1 inh | Apoferritin bind | PGK inhibitor | BLM inh | POLB inh | Pol kappa inh | RXFP1 antagonist | Pol iota inh | Pol eta inh
Cc1ccc2nc(-c3ccncc3)c(Nc3ccc(C(C)C)cc3)n2c1 is listed as · | -11% | -5% | -4% | -3% | 14% | -6 | 25% | -21%
c1ccc2sc(N3CCN(Cc4nnnn4CC4CCCO4)CC3)nc2c1 (stereo not given) is listed as 0% | -10% | -1% | -13% | -1% | -6% | -3 | -5% | -1%

Next section
SMILES	APE1 inh	Apoferritin bind	PGK inhibitor	BLM inh	POLB inh	Pol kappa inh	RXFP1 antagonist	Pol iota inh	Pol eta inh
C/C=C/Cn1cccc(C(=O)Nc2ccc(OC)cc2)c1=O	-3%	-11%	i	-4%	14%	0%	-25	28%	-10%
O=C(c1ccc(S(=O)(=O)Cc2ccccc2F)c([N+](=O)[O-])c1)N1CCCCCC1	1%	-16%	-7%	-8%	23%	3%	-11	-6%	-15%
CC1CN(C(=O)C2CC2)C(C)CN1C(=O)C1CC1 (stereo not given)	18%	8%	-7%	1%	14%	-6%	·	17%	1%
CC(C)c1ccccc1NC(=O)CN1C(=O)c2cccc3cccc1c23	·	140%[activator]	-3%	-1%	-1%	-14%	·	5%	-5%
CC(C)COC(=O)N(C)c1ccc(C(O)(C(F)(F)F)C(F)(F)F)cc1	-8%	?	i	-9%	2%	-21%	-13	0%	-14%
CCc1ccc(CN2CCc3nc(Nc4ccccc4)ncc3C2)cc1	·	?	-1%	-8%	20%	-10%[60.1 µM]	-65*	4%	-1%
O=C(c1ccccc1)N(Cc1cccs1)C1CCS(=O)(=O)C1 (stereo not given)	-4%	-7%	4%[11.5 µM]	-6%	9%	-6%	13	14%	-3%
COc1cccc(-c2ccc(SCC(=O)NCCc3ccccc3)nn2)c1	15%	-16%	5%	4%	16%	-3%	-11	134%[activator]	-20%
CC(C)(C)c1cc(CN2CCCC(O)C2)c(O)c(C(C)(C)C)c1 (stereo not given)	-2%	?	1%	-12%	-30%	-10%	-17	?	-24%
OC(c1nc2ccccc2[nH]1)C(O)C(O)C(O)c1nc2ccccc2[nH]1 (stereo not given)	3%	-2%	-11%	-2%	20%	-5%	-2	181%[activator]	-14%
COc1ccc(-n2c(=O)c3c4c(sc3n(Cc3ccc(C(C)(C)C)cc3)c2=O)CCC4)c(OC)c1	·	-12%	10%	-10%	12%	0%	-18	-10%	-10%
CCN1CNC(=S)N(CCc2ccccc2)C1	21%	-8%	9%	4%	65%	-8%	-4	142%[activator]	-14%
O=[N+]([O-])c1ccc(CSc2nc3ccccc3o2)cc1	-3%	-16%	-1%	-5%	24%	-10%	-1	13%	-7%
O=C(NC1CCc2ccccc21)C12CN(Cc3ccccc3)CC1C(c1cccc([N+](=O)[O-])c1)=NO2 (stereo not given)	-3%	1%	-1%	3%	-4%	5%	·	21%	-20%
Cc1ccc(C(=O)O/N=C(\N)Cc2ccc([N+](=O)[O-])cc2)c(Cl)c1	-12%	2%	-2%	-4%	1%	-11%	-3	?	-5%
CCOC(=O)c1sc(NC(=O)CN2C(=O)NC3(CCCCCCC3)C2=O)c(C(=O)OCC)c1C	-10%	10%	-3%	-9%	5%	-19%	4	21%	-20%
Cc1ccc(C2C3=C(CCCC3=O)N=C3c4ccccc4C(=O)C32)cc1 (stereo not given)	-3%	-23%	0%	-10%	0%	-18%	-14	4%	-21%
CC1=C(\C=C/C(C)=C/C=C\C(C)=C\C(=O)O)C(C)(C)CCC1	-6%	5%&-18%[29.3 µM]	·	-5%	·	4%[19.4 µM]	·	·	·
C=CCN(C(=O)CNC(=O)c1ccco1)C(C(=O)NC1CCCCC1)c1ccc(OC)cc1 (stereo not given)	-2%	1%	9%	-1%	-1%	-7%	-1	3%	6%

Three compounds picked at random from the list so far, as already listed:
SMILES	APE1 inh	Apoferritin bind	PGK inhibitor	BLM inh	POLB inh	Pol kappa inh	RXFP1 antagonist	Pol iota inh	Pol eta inh
C/C=C/Cn1cccc(C(=O)Nc2ccc(OC)cc2)c1=O	-3%	-11%	i	-4%	14%	0%	-25	28%	-10%
CCN1CNC(=S)N(CCc2ccccc2)C1	21%	-8%	9%	4%	65%	-8%	-4	142%[activator]	-14%
C=CCN(C(=O)CNC(=O)c1ccco1)C(C(=O)NC1CCCCC1)c1ccc(OC)cc1 (stereo not given)	-2%	1%	9%	-1%	-1%	-7%	-1	3%	6%

Reformatted: results already given.
The line under a structure holds: APE1 inh, Apoferritin bind, PGK inhibitor, BLM inh, POLB inh, Pol kappa inh, RXFP1 antagonist, Pol iota inh, Pol eta inh
COc1ccc(-n2c(=O)c3c4c(sc3n(Cc3ccc(C(C)(C)C)cc3)c2=O)CCC4)c(OC)c1
    ·, -12%, 10%, -10%, 12%, 0%, -18, -10%, -10%
C/C=C/Cn1cccc(C(=O)Nc2ccc(OC)cc2)c1=O
    -3%, -11%, i, -4%, 14%, 0%, -25, 28%, -10%
COc1ccc(C)cc1NC(=O)c1ccccc1NS(=O)(=O)c1cccc2cccnc12
    13%, -9%, 5%, -3%, 10%, 2%, 6, 44%[activator], -6%

In another format: results already given.
canonical_smiles | APE1 inh | Apoferritin bind | PGK inhibitor | BLM inh | POLB inh | Pol kappa inh | RXFP1 antagonist | Pol iota inh | Pol eta inh
CCN1CNC(=S)N(CCc2ccccc2)C1 | 21% | -8% | 9% | 4% | 65% | -8% | -4 | 142%[activator] | -14%
COc1ccc(-n2c(=O)c3c4c(sc3n(Cc3ccc(C(C)(C)C)cc3)c2=O)CCC4)c(OC)c1 | · | -12% | 10% | -10% | 12% | 0% | -18 | -10% | -10%
